GluA2 TARP mod – modulators of GluA2-stargazin AMPA receptor complexes, primary screen, cell-based, membrane potential dye; Voltage-dependent calcium channel gamma-2 subunit (Mus musculus) + Glutamate receptor 2 …; HEK293 GluA2+stargazin, membrane potential dye (FDSS), glutamate EC50; hits were called plate by plate, in both directions; calls only at 30 µM; 40,000 tested, 3.5% active;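 active = any of four per-well response measures lying three or more SD from its plate-wide compound average, in either direction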
Target sequence (O88602 whole entry, looked up): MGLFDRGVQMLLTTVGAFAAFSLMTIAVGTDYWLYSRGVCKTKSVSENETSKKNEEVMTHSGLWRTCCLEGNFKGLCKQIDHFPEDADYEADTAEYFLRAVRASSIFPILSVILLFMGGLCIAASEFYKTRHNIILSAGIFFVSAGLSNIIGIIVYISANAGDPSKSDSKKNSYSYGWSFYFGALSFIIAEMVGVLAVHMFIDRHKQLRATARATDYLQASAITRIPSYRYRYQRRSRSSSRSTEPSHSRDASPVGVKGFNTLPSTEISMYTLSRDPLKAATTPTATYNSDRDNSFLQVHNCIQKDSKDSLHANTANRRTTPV
Target sequence (P19491 whole entry, looked up): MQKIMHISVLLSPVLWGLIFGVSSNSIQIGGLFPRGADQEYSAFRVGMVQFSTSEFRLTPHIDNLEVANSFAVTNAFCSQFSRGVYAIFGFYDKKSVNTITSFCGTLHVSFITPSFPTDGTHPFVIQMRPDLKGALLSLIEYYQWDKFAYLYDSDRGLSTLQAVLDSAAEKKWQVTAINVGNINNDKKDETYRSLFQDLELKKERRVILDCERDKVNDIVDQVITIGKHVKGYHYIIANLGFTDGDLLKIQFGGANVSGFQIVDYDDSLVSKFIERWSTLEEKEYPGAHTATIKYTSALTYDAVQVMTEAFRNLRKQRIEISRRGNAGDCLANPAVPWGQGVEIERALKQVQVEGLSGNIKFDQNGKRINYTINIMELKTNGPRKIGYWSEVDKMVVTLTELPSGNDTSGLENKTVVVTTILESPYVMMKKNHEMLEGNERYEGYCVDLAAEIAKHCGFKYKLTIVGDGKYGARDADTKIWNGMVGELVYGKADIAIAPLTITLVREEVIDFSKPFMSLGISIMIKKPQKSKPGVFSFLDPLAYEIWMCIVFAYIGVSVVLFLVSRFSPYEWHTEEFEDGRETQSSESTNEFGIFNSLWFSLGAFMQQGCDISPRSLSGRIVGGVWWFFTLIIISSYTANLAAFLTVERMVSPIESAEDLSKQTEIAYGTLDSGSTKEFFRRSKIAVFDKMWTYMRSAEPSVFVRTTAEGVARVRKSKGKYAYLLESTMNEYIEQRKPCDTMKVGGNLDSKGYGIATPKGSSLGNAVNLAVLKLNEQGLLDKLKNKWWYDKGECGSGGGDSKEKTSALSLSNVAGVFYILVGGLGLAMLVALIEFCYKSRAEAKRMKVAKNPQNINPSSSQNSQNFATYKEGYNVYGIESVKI
GluA2 TARP mod agonism max-min – recorded beside GluA2 TARP mod, whose call it bears; compound max-min signal; compound-alone response (agonism);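 unitless range of fluorescence divided by baseline over first 100 seconds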
GluA2 TARP mod glutamate slope – also measured in GluA2 TARP mod; calls as there; glutamate slope, % of max; measured here: glutamate response slope, % max;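 scaled per plate between vehicle wells and maximal 1 mM glutamate control wells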
Active calls of the source: *; i = inactive; + = active, no number; & = joins results of further samples.

| GluA2 TARP mod | molecule | GluA2 TARP mod agonism max-min | GluA2 TARP mod glutamate slope |
| --- | --- | --- | --- |
| i | O=C(NCc1n[nH]c(=O)c2ccccc12)c1ccc(-n2cccc2)cc1 | 0.089 | 48 |
| i | O=C(NCCC(O)c1cccs1)c1ccc(Br)o1 (centres undefined) | 0.081 | 59 |
| i | O=C(Nc1ccc(-c2ccc(N3CCOCC3)nn2)cc1)Nc1ccccc1F | 0.086 | 55 |
| i | CCOC(=O)C(C)(C)Sc1ncnc2nc[nH]c12 | 0.04 | 59 |
| i | COC(=O)c1ccc(CSc2ccc(NC(=O)c3cccs3)nn2)o1 | 0.1 | 51 |
| i | COC(=O)C12CC3CC(CC(NC(=O)Cc4noc5ccccc45)(C3)C1)C2 | 0.07 | 63 |
| i | COc1ccccc1CNC(=O)C(=O)Nc1c2c(nn1-c1ccc(C)cc1C)CS(=O)(=O)C2 | 0.057 | 96 |
| i | CCc1ccccc1-n1nnnc1SCC(=O)N1CCOCC1 | 0.085&0.039 | 46&89 |
| i | O=C(CN1C(=O)c2ccccc2S1(=O)=O)Nc1nc2ccccc2s1 | 0.11 | 53 |
| i | O=C(Cn1nc(C2CC2)c2cnn(-c3ccc(F)cc3)c2c1=O)N1CCOCC1 | 0.042 | 64 |
| i | CCOc1cc(C)c(Cl)cc1S(=O)(=O)NCCN1CCOCC1 | 0.074 | 57 |
| i | CCc1ccc(Cc2cnc(NC(=O)c3cc(C)oc3C)s2)cc1 | 0.081 | 58 |
| + | CCCOC(=O)c1cc2cc(Br)cc(OC)c2oc1=O | 0.16* | 53* |
| i | Cc1nc(C)n(C(C)CNC(=O)c2cccs2)n1 (centres undefined) | 0.1 | 69 |
| i | Cc1nc(N2CCN(c3ccccc3)CC2)nc(NCc2ccccc2)c1[N+](=O)[O-] | 0.083 | 61 |
| i | CCOc1cccc2sc(NC(=O)Cc3ccc(S(=O)(=O)CC)cc3)nc12 | 0.1 | 58 |
| + | CN1C(=O)C(C)(C)COc2cc(NC(=O)c3ccc4nsnc4c3)ccc21 | 0.18* | 67* |
| i | CCOc1cccc2sc(N(CCN3CCOCC3)C(=O)CCc3ccccc3)nc12 | 0.062 | 46 |
| i | CCCn1c(=O)c2c(nc3n2CCCCN3c2ccc(OCC)cc2)n(C)c1=O | 0.093 | 32 |
| i | COCCCNC(=O)CC1Sc2ccccc2NC1=O (centres undefined) | 0.085 | 50 |
| i | CCOc1nn(CC)cc1C(=O)Nc1cc(C)on1 | 0.15 | 60 |
| i | N#Cc1c(NC(=O)CCCS(=O)(=O)c2ccc(Cl)cc2)sc2c1CCCCC2 | 0.09 | 67 |
| i | COc1ccccc1-c1nnc2ccc(OCCNC(=O)c3c(F)cccc3Cl)nn12 | 0.052 | 56 |
| i | O=C(NCCc1cccs1)C1CN(C(=O)c2cccs2)C1 | 0.052 | 55 |
| i | CCCOc1cn(-c2ccc(F)cc2)nc1C(=O)NCCN1CCOCC1 | 0.15 | 64 |
| i | O=C(CCCS(=O)(=O)c1ccccc1)Nc1nc2cc3c(cc2s1)OCCO3 | 0.11 | 55 |
| i | C=C(Br)Cn1c(C2CC(=O)N(CCCC)C2)nc2ccccc21 (centres undefined) | 0.054 | 65 |
| i | CCOc1ccc(NC(=O)Cn2c(=O)n(Cc3ccccc3)c(=O)c3nscc32)cc1 | 0.15 | 57 |
| i | COc1ccc(S(=O)(=O)N2CCN(c3ccc(C)cc3C)CC2)cc1 | 0.061 | 40 |
| i | CNC(=O)C(=O)NCC1CCN(Cc2ccccc2)CC1 | 0.12 | 57 |
| i | CN(CC#CCNC(=O)CNC(=O)c1ccccc1)Cc1ccccc1 | 0.054 | 42 |
| i | CC1Oc2ccccc2OC1C(=O)Nc1nnc(C2CCCCC2)o1 (centres undefined) | 0.06 | 68 |
| i | CCc1ccc(NC(=O)C(=O)NCC2CCN(C(=O)OC)CC2)cc1 | 0.087 | 50 |
| i | CCOC(=O)N1CCN(C(=O)C2CN(C(=O)c3cccs3)C2)CC1 | 0.074 | 61 |
| i | O=C(O)CCn1cncn1 | 0.088 | 54 |
| i | NC(=O)CSc1nc(-c2ccccc2)c(NC(=O)c2cc3ccccc3oc2=O)s1 | 0.06 | 27 |
| i | COc1ccc(-c2cc(-c3cc(Br)cc4c3OCOC4)n[nH]2)c(O)c1 | 0.047 | 56 |
| i | O=C(NCc1ccccc1)c1ccc(N2CCCCS2(=O)=O)cc1 | 0.077 | 58 |
| i | O=C(Cc1cc(-c2cc3ccccc3o2)on1)NCc1ccc(F)cc1 | 0.07 | 39 |
| i | Cc1cccc(-n2nc3c(c2NC(=O)C(=O)NCCCOC(C)C)CS(=O)(=O)C3)c1 | 0.071 | 77 |
| i | CCn1c(N2CCOCC2)nc2c1c(=O)n(Cc1ccc(Cl)cc1)c(=O)n2C | 0.15 | 57 |
| i | Cc1ccc(N2CCN(S(=O)(=O)c3ccc(F)cc3)CC2)cc1C | 0.065 | 50 |
| i | COC(=O)c1ccc(NC(=O)C(=O)NCC(O)c2ccc(C(F)(F)F)cc2)cc1 (centres undefined) | 0.1 | 38 |
| i | Cc1cc(NC(=O)c2ccc(F)c(F)c2)n(-c2nc3c(cnn3-c3cccc(Cl)c3)c(=O)[nH]2)n1 | 0.11 | 51 |
| i | COc1ccc(-c2ccc(=O)n(CCCNS(=O)(=O)c3cccs3)n2)cc1 | 0.092 | 62 |
| i | COc1ccc(S(=O)(=O)Nc2ccc3c(c2)CCC(=O)N3)c(OC)c1 | 0.064 | 9 |
| i | Cc1ccc(S(=O)(=O)c2nc(-c3ccco3)oc2N2CCC(C(N)=O)CC2)cc1 | 0.13 | 36 |
| i | Cc1cccc(NC(=O)c2ccccc2OCC(=O)N2CCOCC2)c1C | 0.046 | 28 |
| i | CC1CCCN(CC(O)COc2ccc(-c3ccccc3)cc2)C1 (centres undefined) | 0.071 | 53 |
| i | COCC(=O)N1CCCc2ccc(NC(=O)Nc3ccccc3C(F)(F)F)cc21 | 0.072 | 65 |

Following part:
| GluA2 TARP mod | molecule | GluA2 TARP mod agonism max-min | GluA2 TARP mod glutamate slope |
| --- | --- | --- | --- |
| i | COC(=O)c1c(-n2c(C)ccc2C)sc2c1CCC(C)C2 (centres undefined) | 0.093 | 68 |
| i | COc1cc([N+](=O)[O-])ccc1NC(=O)Cc1ccc(S(C)(=O)=O)cc1 | 0.15 | 63 |
| + | COc1cccc(C(CNC(=O)c2cccc([N+](=O)[O-])c2C)N2CCOCC2)c1 (centres undefined) | 0.041* | 52* |
| i | CN(C)c1ccc(CNCCC2(Cc3ccccc3)CCOC(C)(C)C2)cc1 (centres undefined) | 0.065 | 41 |
| i | COC(=O)NC(C)c1nc2ccccc2n1CCOc1cccc(OC)c1 (centres undefined) | 0.079 | 47 |
| + | Cc1ccc(C(=O)Nc2ccc(Nc3nc(C)cc(N4CCCCC4)n3)cc2)cc1 | 0.26* | 76* |
| i | CS(=O)(=O)N1CCC(C(=O)NCC2CCN(C(=O)/C=C/c3ccco3)CC2)CC1 | 0.041 | 24 |
| + | CCc1cccc2sc(N(Cc3ccncc3)C(=O)c3ccc(C#N)cc3)nc12 | 0.074* | 69* |
| i | Cc1cccc(-n2nnnc2SCC(=O)Nc2ccc(S(N)(=O)=O)cc2)c1 | 0.093&0.051 | 48&97 |
| + | CC(CCc1ccccc1)NC(=O)Cc1csc(Nc2ccccc2)n1 (centres undefined) | 0.15* | 51* |
| i | CS(=O)(=O)c1ccc(CC(=O)Nc2nnc(CS(=O)(=O)c3ccccc3)o2)cc1 | 0.097 | 33 |
| i | O=C(NCC(O)Cc1ccccc1)C(=O)NC1CC1 (centres undefined) | 0.14 | 59 |
| i | CCOC(=O)c1ccc(NC(=O)COc2cccc3c2CCN(Cc2ccc(Cl)cc2)C3=O)cc1 | 0.11 | 67 |
| i | O=C(CSc1ccc(-c2ccco2)nn1)Nc1cc(C(F)(F)F)ccc1Cl | 0.045 | 50 |
| i | CC1CCN(c2ccc(N3CCN(C(=O)Cc4ccccc4)CC3)nn2)CC1 | 0.11 | 48 |
| i | COc1ccc(CN2C(=O)N(CC(=O)NC(C)C)c3ccccc3S2(=O)=O)cc1 | 0.11 | 52 |
| i | Cn1cc(C(=O)N2CCOCC2)cc(NC(=O)/C=C\c2ccccc2)c1=O | 0.083 | 70 |
| i | O=C(Cn1cnc2ccccc2c1=O)N1CCC(c2nnc(-c3ccco3)s2)CC1 | 0.071 | 54 |
| i | COC(=O)Cc1c(C)c2ccc(OCC(=O)c3ccccc3)cc2oc1=O | 0.087 | 52 |
| i | COc1cc(/C=C(\C#N)c2nc(-c3cccs3)cs2)ccc1OCC(=O)Nc1ccccc1 | 0.066&0.037 | 51&83 |
| i | CSc1cccc(C(=O)Nc2nnc(-c3ccn(C)n3)o2)c1 | 0.13 | 50 |
| i | CSCCC(C)(O)CNC(=O)c1cc2ccccc2oc1=O (centres undefined) | 0.083 | 61 |
| i | CC(C)S(=O)(=O)c1ccc(C(=O)N(Cc2ccccn2)c2nc3ccc(F)cc3s2)cc1 | 0.12 | 59 |
| i | Cc1ccsc1C(O)CNC(=O)c1ccc(Cl)c(Cl)c1 (centres undefined) | 0.12 | 53 |
| i | CCNC(=O)C(=O)NCC1OCCCN1S(=O)(=O)c1ccc(OC)c(OC)c1 (centres undefined) | 0.12 | 49 |
| i | O=C(Nc1ccc2scnc2c1)c1cccs1 | 0.067 | 60 |
| i | CCOC(=O)C1CCN(C(=O)c2ccc(N3C(=O)C4CCCCC4C3=O)cc2)CC1 (centres undefined) | 0.079 | 47 |
| i | CN(C)C(=O)C12CCC(C)(c3nc4ccccc4nc31)C2(C)C (centres undefined) | 0.057 | 46 |
| + | CCCCN(C)C(=O)Cn1c(C2CC(=O)N(Cc3ccc(F)cc3)C2)nc2ccccc21 (centres undefined) | 0.067* | 15* |
| i | Cc1ccc(CCNC(=O)c2ccc(Cn3c(=O)[nH]c4ccccc4c3=O)cc2)cc1 | 0.11 | 55 |
| i | COc1cccc(N2CC(C(=O)N3CCC(Cn4nc(C)cc4C)CC3)CC2=O)c1 (centres undefined) | 0.09 | 91 |
| i | CCN1CCN(S(=O)(=O)CCNC(=O)Cc2cccs2)CC1 | 0.057 | 44 |
| i | COCCNC(=O)Cc1ccc(NS(=O)(=O)c2ccc(OC)cc2)cc1 | 0.051 | 22 |
| i | O=C(CCc1ccccc1)N(CCN1CCOCC1)c1nc2ccc(Cl)cc2s1 | 0.043 | 55 |
| i | COc1cccc2cc(-c3nnc(NC(C)=O)o3)oc12 | 0.13 | 14 |
| i | COc1ccccc1-c1ccc(N2CCN(C(=O)CC(C)(C)C)CC2)nn1 | 0.053 | 44 |
| i | CCOc1nn(CC)cc1-c1nnc(SCC(=O)N2CCCc3ccccc32)n1CC | 0.058 | 38 |
| i | O=C(NCc1ccc2c(c1)OCO2)c1ccc(=O)[nH]n1 | 0.05 | 54 |
| i | S=C(Nc1ccccc1)N1CC=C(c2ccccc2)CC1 | 0.06 | 50 |
| i | O=C(NCC1CCN(c2ccccn2)CC1)Nc1ccccc1Cl | 0.12 | 59 |
| i | CC(C)C(CC(=O)O)NS(=O)(=O)c1ccc(F)cc1 (centres undefined) | 0.039 | 51 |
| i | CS(=O)(=O)N1CCCc2ccc(NC(=O)C(=O)NCCc3ccc(S(N)(=O)=O)cc3)cc21 | 0.054 | 65 |
| i | CCCN1C(=O)NC2(CCN(C(=O)CC)CC2)C1=O | 0.045 | 58 |
| i | Cc1csc(NC(=O)Cc2cc(-c3ccc(Cl)cc3)on2)n1 | 0.097 | 46 |
| i | O=C(CCCS(=O)(=O)c1ccc(F)cc1)Nc1nc(-c2cc([N+](=O)[O-])cs2)cs1 | 0.16 | 49 |
| i | COc1ccc(-n2c(C)c(C)n3c4c(=O)n(CC(C)=O)c(=O)n(C)c4nc23)c(OC)c1 | 0.056 | 49 |
| i | O=C(NCC1COC2(CCCC2)O1)C(=O)Nc1ccc([N+](=O)[O-])cc1 (centres undefined) | 0.038 | 33 |
| i | O=C(c1ccccc1)N1CCCc2cc(NS(=O)(=O)c3ccc(Cl)s3)ccc21 | 0.12 | 68 |
| i | O=C(Nc1ccc(Cl)cc1)Nc1cccc(N2CCCCC2=O)c1 | 0.14 | 51 |
| i | O=C(Cn1nc2c(c1NC(=O)COc1ccccc1)CSC2)NCC1CCCO1 (centres undefined) | 0.1 | 63 |

The results go on.
| GluA2 TARP mod | molecule | GluA2 TARP mod agonism max-min | GluA2 TARP mod glutamate slope |
| --- | --- | --- | --- |
| i | CCc1cc(=O)[nH]c(-n2nc(C3CC3)cc2NC(=O)C2CCCCC2)n1 | 0.065 | 64 |
| i | O=C(Cc1ccccc1Cl)NCCS(=O)(=O)N1CCN(c2ccccn2)CC1 | 0.079 | 58 |
| i | CCc1cccc(C)c1NC(=O)Cn1nc(-c2ccco2)c2sc(N3CCOCC3)nc2c1=O | 0.078 | 45 |
| i | COc1cccc(NC(=O)c2ccc(-c3cccc(C(F)(F)F)c3)o2)c1 | 0.039 | 44 |
| i | COc1ccc(CNC(=O)NCC2CCN(Cc3ccccc3SC)CC2)cc1 | 0.08 | 54 |
| i | CCOC(=O)C1CCN(S(=O)(=O)c2c[nH]c(=O)[nH]c2=O)CC1 | 0.11 | 64 |
| i | CCOC(=O)c1ccc(NC(=O)c2ccc(=O)n(Cc3ccccc3F)c2)cc1 | 0.066 | 41 |
| i | Cc1ccc(CC(=O)N(CCc2cccs2)c2nc3ccc(S(C)(=O)=O)cc3s2)c(C)c1 | 0.079 | 90 |

High-throughput results deposited in PubChem by Vanderbilt High Throughput Screening Facility.

A portion of the library; count on the stated rates, not on these rows.
